IDE inh = human IDE inhibitors in live cells, primary screen, fluorescence polarization, HEK cells, FAbetaB substrate; AID 434962, 2010; FAbetaB cleavage; hit rate 0.41% among 320,000; Insulin-degrading enzyme (Homo sapiens), P14735; inhibition, % at 5.59 µM;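 active means percent inhibition above the average of all tested compounds plus 3 SD, set per screening campaign, cut at about 16% in these data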;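 further: IDE supplied by intact live HEK cells; FP after avidin binding of uncleaved biotin substrate so inhibition keeps polarization high; 0% = DMSO wells and 100% = 60 µM reference IDE inhibitor Ii1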
M4 ag = human M4 muscarinic receptor agonists, primary screen, CHO-K1 cells, Fluo-8 calcium fluorescence; activation, % at 3 µM; hit rate 0.14% among 360,000; Muscarinic acetylcholine receptor M4 (Homo sapiens), P08173; CHO-K1 hM4/Gqi5; vehicle 0%, full acetylcholine response 100%;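 active means activation above the run mean over all test wells plus 3 SD, cut at about 32% in these data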;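 further: peak over basal fluorescence ratio per well then scaled between controls; 0% = DMSO wells and 100% = acetylcholine at EC100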
Target sequence (P08173 whole entry, looked up): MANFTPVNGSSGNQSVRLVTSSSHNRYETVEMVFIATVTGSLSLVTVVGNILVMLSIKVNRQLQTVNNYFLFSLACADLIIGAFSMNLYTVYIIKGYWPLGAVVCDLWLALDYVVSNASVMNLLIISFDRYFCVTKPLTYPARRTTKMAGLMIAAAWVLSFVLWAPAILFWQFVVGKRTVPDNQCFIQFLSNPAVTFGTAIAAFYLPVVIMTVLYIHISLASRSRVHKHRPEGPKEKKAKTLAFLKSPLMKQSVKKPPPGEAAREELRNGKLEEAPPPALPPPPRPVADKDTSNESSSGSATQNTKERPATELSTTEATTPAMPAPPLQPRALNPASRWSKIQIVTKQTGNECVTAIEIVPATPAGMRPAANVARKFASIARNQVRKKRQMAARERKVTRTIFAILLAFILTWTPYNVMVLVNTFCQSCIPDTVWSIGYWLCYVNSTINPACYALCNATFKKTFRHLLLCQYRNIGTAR
CRFBP-R2 agonist = agonists of CRF-BP/CRF-R2 complex, primary screen, cell-based, HEK293, calcium dye fluorescence, uHTS. CRF-binding protein / CRF receptor 2 complex (human). calcium dye fluorescence (FLIPR); percent of saturating CRF peptide response. activation, % at 13.2 µM. hit rate 0.46% among 350,000;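 active means activation of at least 50%, plus an integration ratio under a set limit after plate pattern correction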;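 further: plate controls were neutral control wells without compound for no effect and CRF at EC100 for full effect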
CHRM4 PAM = human M4 muscarinic receptor positive allosteric modulators, primary screen, CHO-K1 cells, Fluo-8 calcium fluorescence; Muscarinic acetylcholine receptor M4 (Homo sapiens), P08173; CHO-K1 hM4/Gqi5, ACh EC20; 0% = ACh EC20, 100% = maximal ACh; activation, % at 3 µM; hit rate 0.4% among 360,000;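 active means activation above its plate's cutoff, the mean activation of sample wells plus 3 SD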; further: some results filed as inactive read as strong as hits
CHRM5 antagonist = human M5 muscarinic receptor antagonists, primary screen, CHO cells, Fluo-8 calcium fluorescence; CHO-hM5 cells, ACh EC80; inhibition, % at 3 µM; hit rate 0.59% among 360,000; Muscarinic acetylcholine receptor M5 (Homo sapiens), P08912;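 active means inhibition above a per-plate cutoff, the mean of that plate's test compounds plus 3 SD, cut at about 27% in these data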;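 further: 0% = acetylcholine EC80 with DMSO and 100% = DMSO without agonist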
Target sequence (P08912 whole entry, looked up): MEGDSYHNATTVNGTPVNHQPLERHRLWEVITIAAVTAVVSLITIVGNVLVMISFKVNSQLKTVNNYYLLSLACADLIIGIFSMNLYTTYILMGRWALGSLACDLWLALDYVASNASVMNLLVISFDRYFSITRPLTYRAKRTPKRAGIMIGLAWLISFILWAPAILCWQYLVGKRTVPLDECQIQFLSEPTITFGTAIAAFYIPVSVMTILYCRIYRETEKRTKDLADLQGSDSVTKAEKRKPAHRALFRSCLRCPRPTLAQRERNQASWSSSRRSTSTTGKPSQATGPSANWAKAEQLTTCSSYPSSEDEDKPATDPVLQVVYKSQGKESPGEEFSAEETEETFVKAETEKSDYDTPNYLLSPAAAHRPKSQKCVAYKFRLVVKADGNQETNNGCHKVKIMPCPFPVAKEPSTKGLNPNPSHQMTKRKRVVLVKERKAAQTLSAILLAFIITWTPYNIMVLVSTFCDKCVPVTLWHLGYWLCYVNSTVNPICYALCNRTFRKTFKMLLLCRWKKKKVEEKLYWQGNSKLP
CHRM4 antagonist = human M4 muscarinic receptor antagonists, primary screen, CHO cells, Fluo-8 calcium fluorescence. inhibition, % at 3 µM. hit rate 0.73% among 360,000. CHO-hM4 cells, ACh EC80. Muscarinic acetylcholine receptor M4 (Homo sapiens), P08173;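 active means inhibition above its plate's cutoff, the mean inhibition of sample wells plus 3 SD, cut at about 27% in these data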;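 further: 0% = acetylcholine EC80 with DMSO and 100% = DMSO without agonist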
CRFR2-BP antag = antagonists of CRF-BP/CRF-R2 complex, primary screen, cell-based, HEK293, calcium dye fluorescence, uHTS | CRF-induced calcium fluorescence | hit rate 0.59% among 350,000 | inhibition, % at 11.8 µM;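 active means inhibition of the ligand-induced calcium signal above about 50% at the single tested concentration, limit read from the data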
M5 PAM = human M5 muscarinic receptor positive allosteric modulators, primary screen, CHO-K1 cells, Fluo-8 calcium fluorescence. CHO-K1 hM5, ACh EC20 PAM; 0% = ACh EC20, 100% = ACh EC100. activation, % at 3 µM. hit rate 0.3% among 360,000;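 active means activation above the run cutoff, the mean activation of all test compounds plus 3 SD, cut at about 18% in these data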
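System: CHO-K1 hM5 cells. Reagent: acetylcholine, EC20 level. Compound dosing: single dose, 3 µM nominal final test concentration. Timing: Post-acetylcholine fluorescence recording 140 s. Detection: Fluo-8 calcium fluorescence. Read-out: % activation, ACh-normalized. Benchmarks: ACh EC20 and EC100 wells. Repeats: singlicate, one well per test compound.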
M5 ag = human M5 muscarinic receptor agonists, primary screen, CHO-K1 cells, Fluo-8 calcium fluorescence; Muscarinic acetylcholine receptor M5 (Homo sapiens), P08912; CHO-K1 hM5 cells; 0% DMSO wells, 100% maximal acetylcholine response; activation, % at 3 µM; hit rate 0.19% among 360,000; AID 624037, 2012;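 active means activation above the run's mean over test compounds plus 3 SD, cut at about 23% in these data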;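 further: signal is peak over basal fluorescence ratio across the kinetic read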
Numbers without * were called inactive; . = no result given.

SMILES	IDE inh	M4 ag	CRFBP-R2 agonist	CHRM4 PAM	CHRM5 antagonist	CHRM4 antagonist	CRFR2-BP antag	M5 PAM	M5 ag
CCOC(=O)C1=CN(Cc2cccc(F)c2)S(=O)(=O)NC1c1ccc2ccccc2c1 (configuration not stated)	.	2	2.1	-2	-4	1	5	-3	-1
CN(C)c1nc(Oc2ccc(OCCOc3ccccc3)nn2)nc(N(C)C)n1	7	2	0.3	3	13	-3	-15	-4	3
Cn1nc(-c2ccccc2F)c2cc(C(=O)N3CCN(C(=O)c4ccco4)CC3)sc21	3	8	-0.5	-1	5	-6	-6	-10	2
CCOC(=O)Nc1cc2c(cc1C(C)=O)OCO2	-1	0	-2.8	1	2	5	-11	1	-2
CCN(c1ccccc1)S(=O)(=O)c1ccc2[nH]cc(C(=O)N3CCOCC3)c(=O)c2c1	4	1	0.8	6	-4	2	-54	-1	-4
CCOc1ccc(OCCC(=O)NNC(=O)c2cc(C)oc2C)cc1	-2	1	-2.4	-1	4	0	3	-5	1
Cn1c(=O)c(NCCc2ccccc2)c2c3c(cccc31)C(=O)c1ccccc1-2	-11	151*	273	-23	74*	76*	-206	-26	93*
COc1cccc(NC(=O)C(=O)NCCc2ccc(F)cc2)c1	6	0	2.2	2	15	-3	6	-6	-2
CCC(C)(C)NC(=O)C1CCN(c2nc(C)cc(C)n2)CC1	2	0	6.0	2	-12	4	0	16	0
O=C(N/N=C/c1ccco1)c1cc(-c2ccc(Cl)cc2)n[nH]1	5	2	6.8	-8	9	-8	-14	-5	-1
Cc1ccc(C)c(OCc2cc(C(=O)N(C)Cc3ccccn3)no2)c1	-2	3	-0.1	-1	5	0	5	-3	-1
CC(=O)Nc1ccc2c(c1)C(=O)N(c1ccc(C)cc1)C2=O	-8	2	-0.9	-2	25	-5	3	-9	-2
NC(=O)c1ccccc1NC(=O)c1ccccc1Cl	9	1	0.1	-5	11	-2	4	-1	-1
COc1ccc(S(=O)(=O)N2CCCCC2)cc1NC(=O)C1CCCO1 (configuration not stated)	-3	2	1.6	8	-10	12	-8	-7	-3
O=C(NC1CCCCCCC1)c1ccccc1-c1ccccc1	0	-1	-0.5	0	-1	8	20	5	-4
Cc1ccc(C2CC(=O)NC(SCc3ccccc3)=C2C#N)o1 (configuration not stated)	4	0	0.0	-3	-2	8	-15	1	0
Cc1ccc2nc3c(cc(C(=O)NCCc4ccccc4)c(=N)n3CCN3CCOCC3)c(=O)n2c1	-1	9	1.2	-3	7	1	1	1	-1
COc1cccc(NS(=O)(=O)NC(=O)c2cn(C)c3ccccc23)c1	-3	1	0.2	12	13	-1	3	-5	-2
NS(=O)(=O)c1cc(C(=O)NNC(=O)c2ccc3c(c2)OCO3)ccc1Cl	2	0	-1.3	3	12	-8	3	4	1
COc1ccc(CC(=O)NNC(=O)c2c(-c3ccccc3Cl)noc2C)cc1OC	7	2	-1.5	4	5	-4	1	3	4
CCCCN(C)C(=O)c1c[nH]c2ccc(S(=O)(=O)N3CCOCC3)cc2c1=O	1	1	0.6	6	-3	-10	-1	0	1
CCOC(=O)C(O)(C1C(=O)CC(C)(C)CC1=O)C(F)(F)F (configuration not stated)	5	0	0.8	-7	0	5	-7	-7	-2
C[C@H](NC(=O)c1ccco1)C(=O)NC1CCCCCC1	-3	0	-0.8	7	4	-1	1	-5	7
Cc1ccc(OCCCn2c(=O)sc3ccccc32)cc1	6	-1	0.3	0	0	-6	3	-12	-7
CNC(=S)N1CCc2cc(OC)c(OC)cc2C1COc1ccc(F)cc1 (configuration not stated)	-3	4	-1.6	-8	8	9	22	-8	2
CCC(C(=O)OCC(=O)NC(=O)c1ccccc1)c1ccccc1 (configuration not stated)	1	-1	-1.8	3	0	-2	-2	6	-2
Cc1cc(NC(=O)CCC(=O)NNC(=O)c2ccc(C(C)(C)C)cc2)no1	-3	1	-0.3	11	-14	-5	-14	7	1
CCn1c(SCC(=O)c2cc(OC)ccc2OC)nnc1C1CC1	-4	1	0.9	8	4	-3	-22	6	-4
CCCCNC(=O)OC(C)CNC(=O)Oc1cccc(C)c1 (configuration not stated)	5	0	-1.4	10	9	-4	23	-1	-3
CC(C)(C)C(=O)Nc1ccc(S(=O)(=O)Nc2ccccn2)cc1	3	3	13	25*	-9	-9	-10	10	-3
CCCCNC(NCCCC)=C(S(=O)(=O)CC)S(=O)(=O)CC	4	0	-0.5	-1	0	3	-12	-4	1
CNc1cc(CSC)nc(SCc2ccc(Cl)c(Cl)c2)n1	4	8	-0.4	5	1	-6	-12	-1	2
CSCCC(NC=C1C(=O)OC(C)(C)OC1=O)C(=O)O (configuration not stated)	0	1	0.8	-3	-2	0	23	-2	4
CC(=O)N(Cc1ccccc1)C1CC(=O)N(Cc2ccccc2)C1=O (configuration not stated)	.	2	-0.3	3	6	-6	23	2	4
CCN1C(=O)N(C(C)=O)C2C1N(C(C)=O)C(=O)N2C(C)=O (configuration not stated)	-1	2	0.1	5	2	-5	0	-4	-4
Cc1ccc(S(=O)(=O)N2C[C@H]3C(=O)C[C@@H](c4ccccc4)N(S(=O)(=O)c4ccc(C)cc4)[C@H]3C[C@H]2c2ccccc2Cl)cc1	.	1	.	-5	8	-2	.	-5	1
COc1ccc(CNC(=O)COc2cc3c(c4oc(=O)cc(C)c24)CCC(C)(C)O3)cc1	7	2	0.7	-3	0	-1	18	-4	-2
C=CCOCCN(CC)CC	.	0	-1.3	-5	4	5	-2	-1	-3
COc1ccccc1C1NC=C([N+](=O)[O-])C=C1[N+](=O)[O-] (configuration not stated)	4	1	0.8	-8	-3	1	-1	-2	0
CCOc1ccc(S(=O)(=O)NCc2cccnc2)c2ccccc12	0	1	-1.2	-4	9	10	10	2	-1
COc1ccc(OC)c(C2C(C(=O)c3cccs3)=C(O)C(=O)N2CCN(C)C)c1 (configuration not stated)	2	1	0.9	1	-4	2	9	6	0
CCOc1cc(S(=O)(=O)Nc2cc(C)cc(C)c2)ccc1Cl	0	-1	3.6	-27	3	21	-2	-8	-5
CC(=O)Nc1ccc(SCC(=O)N(C)CC(=O)Nc2ccccc2Cl)cc1	3	2	0.0	2	16	-2	8	-3	-1
O=C(Nc1ccc(C(=O)N2CCOCC2)cc1)c1ccc([N+](=O)[O-])cc1	3	1	0.1	15	2	4	2	-1	0
Cc1ccc(C(=O)NNC(=O)CCC(=O)Nc2cccc(Cl)c2C)cc1	0	0	1.8	5	-1	-12	19	1	-4
COC(CNC(=O)c1ccc2c(c1)nc(C)n2-c1cccc(F)c1)OC	-2	2	-1.0	-1	-4	3	0	-3	1
CN(C)c1cc(N/N=C/c2ccc(Cl)cc2)nc(N(C)C)n1	.	0	-0.4	2	0	0	-20	-3	-4
CCCc1nnc(NC(=O)CS(=O)(=O)c2ccc(C)cc2)s1	1	-1	-0.8	0	8	-7	3	-2	-2
COc1ccc(N2CCN(C3CCCN(C(=O)c4cccc(C)n4)C3)CC2)cc1 (configuration not stated)	2	1	1.6	4	11	-8	2	5	-5
O=C1CN(C(=O)COC(=O)c2ccc([N+](=O)[O-])s2)c2ccccc2N1	4	3	-1.7	-1	2	8	5	2	0
COC(=O)c1oc2ccccc2c1NC(=O)c1ccccc1O	-6	8	4.9	-3	5	3	-10	-8	3
CCC(O)(CC)C(=O)NN(C(=O)CCl)c1ccccc1	4	0	-0.3	0	7	4	12	-2	-1
Cc1cccc(-c2noc(C(C)NC(=O)c3ccco3)n2)c1 (configuration not stated)	0	1	1.2	-5	16	4	108*	-6	-2
COc1ccc(-c2cc(C(=O)OCC(=O)NC3CC3)c3ccccc3n2)cc1OC	0	11	-1.4	1	13	-6	14	-12	1
O=C(O)CSc1ccc(Oc2ccc(SCC(=O)O)cc2)cc1	2	0	2.4	0	-3	1	-6	-4	-4
O=C1NC(=S)SC1=Cc1cc(Br)ccc1O	.	6	3.1	-1	18	-5	-16	-10	21
CC1CC(C)CN(CCCNC(=O)c2csc3c2CCCCC3)C1 (configuration not stated)	1	1	-1.1	-5	-7	-5	-17	2	-7
C[C@@H]1CCCCO[C@H](CN(C)C(=O)CCC(F)(F)F)[C@@H](C)CN([C@H](C)CO)C(=O)c2cc(NC(=O)c3ccncc3)ccc2O1	.	1	5.8	2	1	-6	-14	3	0
O=C(CSc1ccc(F)cc1)NC12CC3CC(CC(C3)C1)C2	2	-2	-2.0	18	-4	-7	-14	15	-6
O=C(c1ccccc1)N1CCN(Cc2c[nH]c3ccccc23)CC1	0	3	2.6	-4	9	-2	0	-5	-1

Next section.
SMILES	IDE inh	M4 ag	CRFBP-R2 agonist	CHRM4 PAM	CHRM5 antagonist	CHRM4 antagonist	CRFR2-BP antag	M5 PAM	M5 ag
Cc1nc(N)nc(COc2ccccc2)n1	5	11	1.7	-28	16	1	11	-14	-2
COc1ccc(N2CCN(c3ncccn3)CC2)cc1	-3	0	6.4	2	-1	16	8	-3	2
CCCCn1nnnc1C1(C)CCC(=O)N1CCOC (configuration not stated)	.	1	.	6	-4	-11	.	-1	1
O=C1CCCN1CCCN1C(=O)N[C@@H](Cc2ccccc2)C1=O	0	0	-0.9	-2	-1	4	6	0	-3
Cc1ccc(CN(Cc2ccccc2)C(=S)Nc2ccccc2C)o1	6	-1	14	6	5	-1	14	1	-7
COc1ccccc1NC(=O)Cn1ncc2c1-c1ccccc1OC2	2	1	1.1	5	-9	-27	-10	2	0
CCOc1ccc(CC(C(=O)NN)C(=O)NN)cc1CN(C)C	13	-1	5.3	19*	-9	-22	7	3	-1
CCN(CC)C(=O)c1nn(-c2ccccc2)c2c1C1CCC2(C)C1(C)C (configuration not stated)	6	-1	-0.5	4	12	0	-28	-4	-6
Cc1ccc(NC(=O)N2CCCC2)cc1Cl	-2	2	0.2	10	-4	-6	1	3	0
C/C(CC1(O)/C(=N/O)CCc2nonc21)=N\O (configuration not stated)	3	0	0.6	12	-2	-5	5	-1	-1
Cc1csc(NC(C)c2nc3cc(C(F)(F)F)ccc3n2CCOCCO)n1 (configuration not stated)	4	1	0.7	6	2	3	-3	4	4

Single records (already shown). Order of values: IDE inh | M4 ag | CRFBP-R2 agonist | CHRM4 PAM | CHRM5 antagonist | CHRM4 antagonist | CRFR2-BP antag | M5 PAM | M5 ag
Record of `Cc1csc(NC(C)c2nc3cc(C(F)(F)F)ccc3n2CCOCCO)n1` (configuration not stated) = 4 | 1 | 0.7 | 6 | 2 | 3 | -3 | 4 | 4
Record of `C/C(CC1(O)/C(=N/O)CCc2nonc21)=N\O` (configuration not stated) = 3 | 0 | 0.6 | 12 | -2 | -5 | 5 | -1 | -1
Record of `CCN(CC)C(=O)c1nn(-c2ccccc2)c2c1C1CCC2(C)C1(C)C` (configuration not stated) = 6 | -1 | -0.5 | 4 | 12 | 0 | -28 | -4 | -6
Record of `CCCCn1nnnc1C1(C)CCC(=O)N1CCOC` (configuration not stated) = . | 1 | . | 6 | -4 | -11 | . | -1 | 1
Record of `CCOc1ccc(CC(C(=O)NN)C(=O)NN)cc1CN(C)C` = 13 | -1 | 5.3 | 19* | -9 | -22 | 7 | 3 | -1

An unsorted share of the library (roughly 2.9% active in at least one column).
